S100A4 inh HTS – S100A4-myosin IIA interaction inhibition. inhibition, % at 10.7 µM. S100A4/TAMRA-MyoIIA peptide fluorescence polarization. P26447. 0.14% of 360,000 active;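 active = mean inhibition of at least 70% across replicates, with every replicate also reaching that level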
Target sequence (P26447 whole entry, looked up): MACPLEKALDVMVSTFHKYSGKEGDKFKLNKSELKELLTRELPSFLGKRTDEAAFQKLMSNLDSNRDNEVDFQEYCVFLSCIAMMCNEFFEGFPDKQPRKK
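assay system = human S100A4 monomer with TAMRA-labelled myosin IIA peptide | also added = labelled myosin peptide probe, 5 nM | incubation = 5 min between mix addition and reading | control set = DMSO and TFP controls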
LGR2 antag – blocks bursicon-induced cAMP signaling via Drosophila LGR2 | HEK293 LGR2, CRE-luciferase, bursicon-stimulated, 4 h | inhibition, % at 9.99 µM | 0.35% of 380,000 active;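 active = drop in luminescence signal, shown as inhibition above about 50% in the replicate tests, limit read from the data, passing the limit was not always enough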;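 also: agonist challenge used bursicon conditioned medium at about half maximal strength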
PGC1a acetyl inh – modulators of PGC1a acetylation; AID 651687; 0.17% of 350,000 active; U2OS PGC1a acetylation, AlphaScreen anti-acetyl-lysine; with virally co-expressed GCN5 acetyltransferase; inhibition, % at 15.6 µM;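 active = every replicate shows inhibition of at least 40%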;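 also: 0% = neutral control wells and 100% = positive control wells; some results beyond the cut were filed as inactive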
ERAP1 HTS inh – ERAP1 (human) enzyme inhibition; recombinant ERAP1, Leu-AMC fluorescence, 60 min; inhibition, % at 10.7 µM; 0.15% of 340,000 active; AID 652197;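 active = mean replicate inhibition of at least 30%, or all replicates individually reaching that 30% level; inactive = mean below 30% and not every replicate reaching it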;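 also: 0% = neutral control wells and 100% = L-leucinethiol positive control wells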
Target sequence (Q9NZ08 whole entry, looked up): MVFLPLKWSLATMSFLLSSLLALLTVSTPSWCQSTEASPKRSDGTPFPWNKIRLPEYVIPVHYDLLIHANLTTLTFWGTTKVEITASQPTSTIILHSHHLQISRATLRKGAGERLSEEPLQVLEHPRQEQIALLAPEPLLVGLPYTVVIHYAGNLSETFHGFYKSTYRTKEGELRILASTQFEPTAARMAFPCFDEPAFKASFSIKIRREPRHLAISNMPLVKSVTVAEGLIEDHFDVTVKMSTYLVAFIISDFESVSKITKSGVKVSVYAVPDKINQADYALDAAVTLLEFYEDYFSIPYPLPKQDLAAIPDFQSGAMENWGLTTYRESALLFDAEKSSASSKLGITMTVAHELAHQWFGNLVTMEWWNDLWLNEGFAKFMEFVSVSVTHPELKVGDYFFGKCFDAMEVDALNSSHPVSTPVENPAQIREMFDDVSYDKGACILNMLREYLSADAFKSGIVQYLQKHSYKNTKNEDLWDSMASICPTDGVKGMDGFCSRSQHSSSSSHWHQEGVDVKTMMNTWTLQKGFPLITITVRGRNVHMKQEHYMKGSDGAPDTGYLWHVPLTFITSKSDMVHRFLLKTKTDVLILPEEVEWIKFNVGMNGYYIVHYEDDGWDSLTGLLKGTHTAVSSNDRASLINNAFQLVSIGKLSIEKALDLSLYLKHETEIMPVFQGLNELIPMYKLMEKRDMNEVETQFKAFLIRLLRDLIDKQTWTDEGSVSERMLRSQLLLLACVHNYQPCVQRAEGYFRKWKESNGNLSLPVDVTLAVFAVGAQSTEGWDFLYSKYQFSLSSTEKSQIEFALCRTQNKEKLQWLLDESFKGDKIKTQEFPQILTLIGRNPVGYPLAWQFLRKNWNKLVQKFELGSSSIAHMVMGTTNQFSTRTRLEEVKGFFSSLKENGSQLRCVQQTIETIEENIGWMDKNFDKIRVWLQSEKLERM
Statin myotox sup – protects C2C12 myotubes from simvastatin toxicity; rescue of ATP level, % at 7.49 µM; 0.78% of 330,000 active; AID 602340; ATP luminescence, 48 h; scaled: DMSO 0, geranylgeraniol control 100;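 active = mean ATP rescue above about 67%, or every replicate alone reaching that limit, limit read from the data, passing the limit was not always enough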;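 also: myotubes were challenged with 10 µM simvastatin during compound exposure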
SIRT5 block – sirtuin-5 (human) deacylase inhibition | Purified SirT5, succinyl-peptide AMC, trypsin-coupled fluorescence | inhibition, % at 15 µM | 1.1% of 330,000 active; in the data active = inhibition above about 15%
Xi reactivation – activators of X-chromosome reactivation in mouse fibroblasts. activation, % at 7.58 µM. 0.055% of 360,000 active. XiGFP mouse fibroblasts, % GFP-positive cells imaging, 3 d; cells co-treated with 5-aza-dC sensitizer; scaled so ellipticine positive control = 100%;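 active = mean normalized replicate activation at least 10% and every replicate at or above 10%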;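 also: 0% = median of on-plate neutral control wells and 100% = ellipticine 6 µM median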
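Schedule: 3 d treatment, 15 min room-temperature fixation; system: 68-5-11 XiGFP fibroblast line; buffer or medium: DMEM plus 5-aza-dC sensitizer; control set: ellipticine 6 µM positive control; compound: one concentration, pinned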
Cneo AK release – Cryptococcus neoformans lysis via adenylate kinase release; lysis activity, % at 15 µM; 0.2% of 360,000 active; C. neoformans lysis, adenylate kinase release luminescence, 4 h; normalised: neutral wells 0, clomiphene wells 100;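 active = mean lysis activity across replicates of at least 80%, whatever share of replicates individually reach that level; inactive = mean lysis activity below 80%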
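Material: C. neoformans cells; Schedule: 4 h static compound exposure, 37 °C, read 1 h post-reagent; Measured by: adenylate kinase release luminescence; Read-out: signal increase indicating cell lysis; Controls: Clomiphene as positive lysis control.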
* hit, by the source's call; x = no result given; & = joins results of further samples. Not all compounds are listed. The share of hits here may be higher or lower than overall.

SMILES	S100A4 inh HTS	LGR2 antag	PGC1a acetyl inh	ERAP1 HTS inh	Statin myotox sup	SIRT5 block	Xi reactivation	Cneo AK release
Cc1ccccc1NC(=O)Cc1nnc(SCC(=O)N2CCN(c3ccccc3)CC2)n1C	x	-4	2	x	0	x	x	3
CC(C)(C)c1ccc(CCC2OCC(C[N+]3(C)CCOCC3)O2)cc1 (stereo not drawn)	-4	1	73*	104*	x	-4	1.0	0
COC(=O)c1ccc(CSc2nc3c(cnn3-c3ccc(F)cc3)c(=O)[nH]2)o1	-4	x	-3	-1	x	1	x	0
CN(CC(=O)Nc1ccc(F)cc1)C(=O)c1ccccc1OCc1ccc(F)cc1	0	-2	-6	-1	10	1	0.3	-2
CCOc1ccc(CCNC(=O)c2cccc(S(=O)(=O)N3CCOCC3)c2)cc1OCC	-14	-13	x	1	20	0	-0.1	4
O=C(c1ccccc1)C(Nc1cccc([N+](=O)[O-])c1)c1ccccc1 (stereo not drawn)	8	-7	3	-7	-2	-1	0.0	2
O=C(Nc1cccc(Cl)c1)Nc1cc(S(=O)(=O)N2CCCCC2)ccc1Cl	-12	34	x	0	x	-2	0.3	x
CCc1ccccc1NC(=O)N1CCc2ccccc2C1	2	-8	x	6	14	-1	0.2	0
C[C@@H]1CN([C@H](C)CO)C(=O)Cc2cc(NS(=O)(=O)c3ccccc3)ccc2O[C@@H]1CN(C)C(=O)Nc1ccccc1	0	-14	-5	1	22	-1	0.6	-3
Cc1cccc(NC(=O)CNC(=O)COC(=O)c2ccc(C(C)(C)C)cc2)c1C	-13	-16	-1	-3	3	-3	0.0	0
CCOC(=O)C(=O)NC(C)CCc1ccccc1 (stereo not drawn)	1	9	11	2	0	0	0.1	5
COc1cc2c(cc1C1C(C#N)=C(N)OC3=C1C(=O)CC(C)(C)C3)OCO2 (stereo not drawn)	0	2	-6	1	1	-1	0.0	0

Structural class: those above with fluorine
SMILES	S100A4 inh HTS	LGR2 antag	PGC1a acetyl inh	ERAP1 HTS inh	Statin myotox sup	SIRT5 block	Xi reactivation	Cneo AK release
COC(=O)c1ccc(CSc2nc3c(cnn3-c3ccc(F)cc3)c(=O)[nH]2)o1	-4	x	-3	-1	x	1	x	0
CN(CC(=O)Nc1ccc(F)cc1)C(=O)c1ccccc1OCc1ccc(F)cc1	0	-2	-6	-1	10	1	0.3	-2

Structures listed above printed as active in ERAP1 HTS inh.
Structure	S100A4 inh HTS	LGR2 antag	PGC1a acetyl inh	ERAP1 HTS inh	SIRT5 block
CC(C)(C)c1ccc(CCC2OCC(C[N+]3(C)CCOCC3)O2)cc1 (stereo not drawn)	-4	1	73*	104*	-4

Later entries
SMILES	S100A4 inh HTS	LGR2 antag	PGC1a acetyl inh	ERAP1 HTS inh	Statin myotox sup	SIRT5 block	Xi reactivation	Cneo AK release
Oc1ccccc1/C=N/n1cnn(Cc2ccccc2Cl)c1=S	7	0	8	4	-11	-2	0.1	0
Cc1ccccc1-c1nc(CN2CCN(C(=O)c3ccco3)CC2)c(C)o1	-9	7	x	-1	-1	1	0.0	2
O=C(CCC(=O)c1ccc(F)cc1)NCc1ccccc1C(F)(F)F	-1	-3	8	-3	-2	-1	0.0	0
COc1cccc(C(=O)Nc2ccc3c(c2)C(=O)N(C)C[C@H](OC)[C@H](C)CN(CC2CC2)[C@H](C)CO3)c1	8	6	-12	-3	2	-2	0.0	1
Cc1cc(C)cc(Oc2ccc(S(=O)(=O)N3CCN(C)CC3)cn2)c1	-4	-6	2	0	3	2	-0.7	-2
O=C(CN1CCN(Cc2ccccc2)CC1)Nc1ccccc1	-23	5	2	-4	-7	-4	0.2	-6
COc1cccc(S(=O)(=O)N[C@H]2CC[C@@H](CCn3cc(-c4ccccc4)nn3)O[C@@H]2CO)c1	-2	-40	-3	5	-6	3	-0.1	-3
O=C(Nc1ccccc1F)N1CC(=O)N2[C@H](CO)[C@H](c3ccc(-c4cccnc4)cc3)[C@@H]2C1	1	17	10	2	x	0	0.0	x
O=C(c1cccc(F)c1)N1C[C@@H]2[C@H](c3ccccc31)[C@@H](CO)N2C(=O)C1CC1	-2	25	1	0	5	0	0.0	-4
C[C@H]1CN([C@@H](C)CO)C(=O)c2ccccc2-c2ccccc2CO[C@H]1CN(C)S(=O)(=O)c1cccc(C#N)c1	4	-2	4	1	x	10	0.3	83*
COc1ccc(CNC(=O)[C@H](C)NC(=O)C2CCN(C(=O)[C@@H](N)CCSC)CC2)cc1	-2	-7	-3	7	6	x	x	2
O=C(C(=O)N1CCCCC1)c1cn(CC(=O)N2CCCCCC2)c2ccccc12	0	5	x	-2	0	-2	-0.1	0

The list goes on, starting with the last 2 of the part before.
SMILES	S100A4 inh HTS	LGR2 antag	PGC1a acetyl inh	ERAP1 HTS inh	Statin myotox sup	SIRT5 block	Xi reactivation	Cneo AK release
COc1ccc(CNC(=O)[C@H](C)NC(=O)C2CCN(C(=O)[C@@H](N)CCSC)CC2)cc1	-2	-7	-3	7	6	x	x	2
O=C(C(=O)N1CCCCC1)c1cn(CC(=O)N2CCCCCC2)c2ccccc12	0	5	x	-2	0	-2	-0.1	0
CCOc1ccc(OCCSc2nc(-c3ccccc3)cc(=O)[nH]2)cc1	15	10	-6	1	x	-1	0.0	x
C[C@H](CO)N1C[C@H](C)[C@H](CN(C)C(=O)Nc2cccc3ccccc23)Oc2ccc(NC(=O)NC3CCCCC3)cc2C1=O	-2	4	-1	1	-27	-1	-0.4	-2
Cc1cccc(Cn2c(C)c(C)c3cc(C(=O)NCCN4CCOCC4)ccc32)c1	-14	16	9	2	6	-3	0.0	0
Cn1c(NCc2ccccc2)nc2cc(-c3ccccc3)sc2c1=O	-3	-3	x	-3	3	0	0.0	1
Cc1ccc(OCCC(=O)Nc2ccc(S(=O)(=O)Nc3cc(C)nc(C)n3)cc2)cc1	4	-4	x	-3	x	1	-0.1	x
CCNC(=O)Nc1ccc2c(c1)C(=O)N(C)[C@H]1CC[C@H](CC(=O)NCc3ccc(F)cc3)O[C@@H]1CO2	9	2	1	1	1	-3	0.0	-9
COc1cccc(NC(=O)N(C)C[C@H]2Oc3ncc(C#Cc4ccncc4)cc3C(=O)N([C@H](C)CO)C[C@@H]2C)c1	x	-6	-9	x	33	x	0.2	x
CN(Cc1ccc(Br)cc1)CC(O)COc1cccc(Br)c1 (stereo not drawn)	1	7	-6	2	-2	-3	0.0	9
CCOC(=O)[C@H]1[C@H]2COc3cc(OC)ccc3[C@@H]2N2C(=O)c3cc(F)c(F)cc3NC(=O)[C@@]12C	-7	-10	x	-4	2	-1	-0.2	4
CC(C)CC(N)C(=O)OCc1ccc([N+](=O)[O-])cc1 (stereo not drawn)	2	0	-9	5	0	1	0.3	x
O=[N+]([O-])c1ccc2c(c1)C(O)n1ncnc1S2 (stereo not drawn)	-14	12	x	-8	x	-1	0.4	x
COc1ccc(NC(=O)Nc2ccc3c(c2)C(=O)N([C@@H](C)CO)C[C@@H](C)[C@H](CN(C)S(=O)(=O)c2cn(C)cn2)OCCCC[C@@H](C)O3)cc1	x	5	7	x	x	x	0.0	1
CC(C)CCNC(=O)NC(=O)CSc1ccc(S(=O)(=O)N2CCOCC2)cn1	17	-22	-5	4	-10	-1	0.3	1
COc1cccc(NC(=O)N(C)C[C@H]2OCc3ccccc3-c3ccccc3C(=O)N([C@H](C)CO)C[C@H]2C)c1	20	11	8	0	-21	-5	0.4	-4
COC(=O)c1ccc(/C=C/c2c(-c3ccc(OC)cc3)oc3ccccc23)cc1	-6	-12	-3	-2	3	x	0.0	-10
CC(C)c1ccc(Nc2nc(N3CCOCC3)nc(N3CCOCC3)n2)cc1	-3	-11	6	-2	-70	x	-0.1	-1
CC(C)n1c(Oc2ccc(F)cc2)nc2c1c(=O)n(C)c(=O)n2C	-1	-18	x	-2	x	-3	0.0	x
COc1ccc(C2CC(c3ccccc3F)=NN2c2ccc(S(N)(=O)=O)cc2)cc1 (stereo not drawn)	-4	-15	3	x	-2	-10	-0.1	-3
CC(NC(=O)COC(=O)c1ccco1)c1ccccc1 (stereo not drawn)	-9	x	2	-11	4	-5	x	0
Cc1ccc(S(=O)(=O)Nc2cccc3c2O[C@H](CN(C)Cc2ccc(C(=O)O)cc2)[C@H](C)CN([C@H](C)CO)C3=O)cc1	-2	-18	4	1	-15	0	-0.3	-7
CC(=O)N1CCN(C(C(=O)Nc2c(C)cccc2C)c2ccccc2OC(F)(F)F)CC1 (stereo not drawn)	-11	-4	x	x	x	1	0.0	x
Cc1cccc(NC(=O)NNC(=O)c2c(Cl)c(C)nn2C)c1	x	9	1	x	x	x	0.0	1
CC(=O)Nc1sc(NC(=O)c2ccccc2)nc1-c1cccs1	-13	3	-11	3	24	-3	x	0
O=C(Nc1cccc(NC(=O)c2cccc(Cl)c2)c1)c1cccnc1	-9	-9	x	-3	-12	-3	0.0	-1
CC(C)C[C@H]1COc2cccc(F)c2S(=O)(=O)N1	-3&0	-8&-1	x	2&0	x	-1&-2	-0.1&-0.1	x
Cc1ccc(NC(=O)CSCC(=O)N(C)Cc2c(F)cccc2Cl)cc1	-3	9	-1	-2	7	1	-0.2	1
O=C(C1CC1)N1CCCCN2[C@H](C1)[C@@H](c1ccc(C#CC3(O)CCCC3)cc1)[C@@H]2CO	-5	x	-7	0	x	3	x	-1
CCc1ccccc1OCC(=O)Nc1cc(S(=O)(=O)N(CC)CC)ccc1N1CCOCC1	0	4	2	0	-13	0	-0.5	1
O=C(CCN1C(=O)/C(=C\C=C\c2ccccc2)SC1=S)Nc1ccc(C(=O)O)cc1	-3	-43	x	5	x	-1	0.0	-30
CCN(CC)c1ccc(/C=N/N2C(=O)c3ccccc3C2=O)c(O)c1	3	-26	8	1	x	3	0.0	7
COc1ccc(Cc2nnc(NC(=O)CS(=O)(=O)c3ccc(C)cc3)s2)cc1OC	-14	1	x	1	3	-7	0.4	3
CCOC(=O)C(=CNc1cccnc1Oc1ccc(C)c2c1CCC2)C(=O)OCC	2	25	x	x	10	-7	0.0	x
C[C@@H]1CCCCO[C@@H](CN(C)CC2CCCCC2)[C@@H](C)CN([C@H](C)CO)C(=O)c2cc(NS(=O)(=O)c3cccs3)ccc2O1	4	-10	-4	-3	x	1	0.0	-5
CCCNC(=O)N1[C@H](C#N)[C@@H](c2ccccc2-c2ccc(OC)cc2)[C@@H]1CO	3	10	-3	0	x	9	0.0	x
CC1(C(=O)NS(=O)(=O)c2ccc3c(c2)CCO3)CCN1C(=O)C1(c2ccc(Cl)cc2)CCC1 (stereo not drawn)	-1	4	-1	0	4	-11	0.0	0
CC(C)Cc1nnc(NC(=O)CCNC(=O)c2ccccc2Cl)s1	-4	11	3	3	4	-3	-0.1	1
CCN(CC)S(=O)(=O)c1ccc(-c2nnc(SCC(=O)N3c4ccccc4CC3C)n2CC)cc1 (stereo not drawn)	x	-1	5	x	x	x	0.2	-2
CC(=O)N(C)C[C@@H]1Oc2cc(C#CC3CCCCC3)ccc2S(=O)(=O)N([C@@H](C)CO)C[C@H]1C	4	-6	-14	2	x	-1	-0.4	2
CC(=O)NC[C@H]1[C@@H](c2ccccc2)[C@H](CO)N1C(=O)Cc1cccnc1	4	-3	-3	0	6	2	0.3	-4
CCN(CC)S(=O)(=O)c1cccc(C(=O)NNC(=O)C2=NN(c3ccccc3)C(=O)CC2)c1	-3	7	-4	0	37	-1	0.1	0
CC(=O)c1ccc2c(c1)C1C=CCC1C(c1cc3c(cc1Br)OCO3)N2 (stereo not drawn)	-4	2	x	0	-34	x	0.6	-3
CC1CN(S(=O)(=O)c2cc(C(=O)NC(C)c3cccnc3)ccc2Cl)CC(C)O1 (stereo not drawn)	-1	9	-4	-1	7	-3	0.0	1
CN(CC(=O)Nc1ccccc1Cl)C(=O)COC(=O)c1ccc(=O)n(Cc2ccccc2)n1	1	12	x	2	-3	-5	0.1	-1

Screens as filed in PubChem BioAssay.
